sEH activator = soluble epoxide hydrolase (human) activation; purified human sEH enzymatic activity, activator screen; activation, % at 2 µM; actives 0.04% (n = 91,000); in the data active = activation above about 37%; also: values of inactives mirror those of a sister screen read the other way
sEH inh = blocks human soluble epoxide hydrolase activity; P34913; recombinant human sEH enzymatic activity assay; inhibition, % at 2 µM; actives 0.34% (n = 91,000); AID 707; in the data active = inhibition above about 80%; also: values of inactives mirror those of a sister screen read the other way; many of its hits are not listed in these tables
PTPN22 act = activators of human LYP (PTPN22) phosphatase. activation, % at 2 µM. actives 0.11% (n = 96,000). recombinant LYP, DiFMUP fluorescence; 0 = plate median, 100 = signal doubled;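 active = activation at 2 µM above a set limit, the mean plus 5 SD, cut at about 37% in these data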
Target sequence (Q9Y2R2 whole entry, looked up): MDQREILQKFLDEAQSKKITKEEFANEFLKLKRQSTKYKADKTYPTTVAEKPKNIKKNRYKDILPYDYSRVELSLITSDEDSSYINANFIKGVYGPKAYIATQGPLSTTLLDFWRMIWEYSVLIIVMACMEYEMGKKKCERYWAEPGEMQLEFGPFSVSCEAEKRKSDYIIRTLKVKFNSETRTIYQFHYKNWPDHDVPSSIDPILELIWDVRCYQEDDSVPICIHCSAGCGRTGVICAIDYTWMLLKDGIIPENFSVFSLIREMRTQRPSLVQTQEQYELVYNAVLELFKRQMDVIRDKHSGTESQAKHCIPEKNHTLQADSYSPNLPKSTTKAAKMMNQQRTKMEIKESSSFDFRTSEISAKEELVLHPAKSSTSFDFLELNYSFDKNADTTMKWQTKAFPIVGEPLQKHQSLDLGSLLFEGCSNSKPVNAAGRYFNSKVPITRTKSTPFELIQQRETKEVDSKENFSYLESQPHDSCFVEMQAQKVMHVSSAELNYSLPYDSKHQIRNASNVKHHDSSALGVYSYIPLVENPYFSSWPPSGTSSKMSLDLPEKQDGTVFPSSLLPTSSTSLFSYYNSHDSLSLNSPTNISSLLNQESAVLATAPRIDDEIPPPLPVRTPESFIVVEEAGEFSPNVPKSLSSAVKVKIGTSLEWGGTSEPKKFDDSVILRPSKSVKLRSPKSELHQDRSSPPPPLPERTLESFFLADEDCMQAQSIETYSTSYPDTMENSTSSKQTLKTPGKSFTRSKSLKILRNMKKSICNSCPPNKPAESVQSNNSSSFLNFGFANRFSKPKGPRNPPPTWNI
Lung fibro prol = blocks proliferation of human lung fibroblasts. LL 47 human lung fibroblast viability, ATP luminescence; stronger effect = lower value. viability, % at 10 µM. actives 1.1% (n = 85,000). AID 719;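 active = viability at or below 50% in the single dose screen; inactive = viability above 50%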;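 also: compound exposure lasted 72 h before the ATP readout; 100% = median luminescence of untreated cell-only wells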
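Signal: luminescent ATP detection, CellTiter-Glo; assay system: LL 47 human lung fibroblasts; input: 1,150 cells/well; incubation: overnight cell rest, 72 h compound treatment at 37 °C; measure: % viability versus median cells-only luminescence; medium: IMEM growth medium with 15% fetal bovine serum; dosing: compound addition at 0.1% DMSO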
S1P2 antag = S1P2 (human) receptor antagonism; inhibition, % at 5 µM; actives 0.21% (n = 97,000); cell-based S1P2 antagonist assay, inhibition at 5 uM; O95136; in the data active = inhibition above about 45%;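 also: CRE beta-lactamase reporter cells expressing human S1P2 stimulated with S1P; 0% = agonist at EC80 alone and 100% = agonist plus reference antagonist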
PostGolgi ctrl = yeast control strain growth, post-Golgi counter-screen; actives 5% (n = 98,000); inhibition, % at 10 µM; efflux-deficient yeast background strain, growth absorbance A615, 16 h; in the data active = inhibition above about 30%
HUVEC inhibit = inhibitors of human endothelial cell proliferation; HUVEC proliferation, CellTiter-Glo luminescence, 72 h; stronger effect = lower value; viability, % at 10 µM (by protocol); actives 1.1% (n = 86,000);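 active = viability at or below 30%; inactive = viability above 30%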;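 also: 100% = median luminescence of DMSO-only cell control wells on each plate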
S1P2 agonist = activates the human S1P2 receptor | S1P2-expressing cell line, agonist reporter read-out | activation, % at 4.5 µM | actives 0.46% (n = 97,000); in the data active = activation above about 16%;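 also: 0% = vehicle low control and 100% = maximal reference agonist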
H69AR inhibit = growth inhibitors of human H69AR lung tumor cells. H69AR lung tumor viability, ATP luminescence, 72 h; stronger effect = lower value. viability, % at 10 µM. actives 6% (n = 85,000);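 active = viability at or below 40%; inactive = viability above 40%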;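 also: multidrug resistant small cell line overexpressing MRP-1 efflux transporter; 100% = mean luminescence of untreated control wells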
* = called active by the depositor.

What do the screens show for `CCC(C)(C(=O)NC1CCCC1)N(Cc1ccco1)C(=O)c1ccc2c(c1)OCO2` (configuration not stated)?
sEH activator: -1; sEH inh: 2; PTPN22 act: -14; Lung fibro prol: 88; S1P2 antag: -6; PostGolgi ctrl: 9; HUVEC inhibit: 95; S1P2 agonist: -1; H69AR inhibit: 87

What do the screens show for `CN(C)CCC(=O)NCC1OCCc2ccccc21` (configuration not stated)?
sEH activator: -6; sEH inh: 7; PTPN22 act: -4; Lung fibro prol: 112; S1P2 antag: -5; PostGolgi ctrl: 2; HUVEC inhibit: 99; S1P2 agonist: -9; H69AR inhibit: 91

How did Cc1cc(C)c(NC(=O)c2ccoc2C)c(C)c1 do in these assays?
sEH activator: 9; sEH inh: -8; PTPN22 act: -15; Lung fibro prol: 107; S1P2 antag: 8; PostGolgi ctrl: -9; HUVEC inhibit: 99; S1P2 agonist: -8; H69AR inhibit: 97

What do the screens show for `CCOc1cccc(C(=O)N2CCCCC2c2cccnc2)c1` (configuration not stated)?
sEH activator: 1; sEH inh: -2; PTPN22 act: 2; Lung fibro prol: 95; S1P2 antag: 1; PostGolgi ctrl: 3; HUVEC inhibit: 101; S1P2 agonist: -6; H69AR inhibit: 96

What do the screens show for `COc1ccc(C(C)C)cc1S(=O)(=O)N1CCN(C)CC1`?
sEH activator: 17; sEH inh: -16; PTPN22 act: -7; Lung fibro prol: 93; S1P2 antag: 10; PostGolgi ctrl: 1; HUVEC inhibit: 78; S1P2 agonist: -4; H69AR inhibit: 98

What do the screens show for `CC(Sc1nnc(-c2cccnc2)n1-c1ccccc1)C(=O)NCc1ccc2c(c1)OCO2` (configuration not stated)?
sEH activator: 13; sEH inh: -14; PTPN22 act: 0; S1P2 antag: -16; PostGolgi ctrl: 9; S1P2 agonist: -4

Results for Cc1ccc(-c2nc3cnccn3c2Nc2ccccc2)o1 ?
sEH activator: -3; sEH inh: 7; PTPN22 act: 0; Lung fibro prol: 91; PostGolgi ctrl: 2; HUVEC inhibit: 108; H69AR inhibit: 91

How did O=C1NC(c2ccc(Br)cc2)Nc2sc3c(c21)CCC3 (configuration not stated) do in these assays?
sEH activator: -10; sEH inh: 11; PTPN22 act: 0; Lung fibro prol: 85; S1P2 antag: 3; PostGolgi ctrl: 18; HUVEC inhibit: 71; S1P2 agonist: -2; H69AR inhibit: 102

What do the screens show for `COc1cccc(C(=O)CSc2nnc(-c3cc(OC)cc(OC)c3)o2)c1`?
sEH activator: -10; sEH inh: 11; PTPN22 act: -2; Lung fibro prol: 97; S1P2 antag: 14; PostGolgi ctrl: 5; HUVEC inhibit: 24*; S1P2 agonist: -7; H69AR inhibit: 8.7*

How did Cc1cc(C)n(C(=O)CSc2nnc(SCC(=O)n3nc(C)cc3C)s2)n1 do in these assays?
sEH activator: -6; sEH inh: 6; PTPN22 act: -2; Lung fibro prol: 98; S1P2 antag: 1; PostGolgi ctrl: 6; HUVEC inhibit: 117; S1P2 agonist: -3; H69AR inhibit: 103

How did CC(c1ccccc1)C1CC(=O)N(c2ccc(C(=O)O)cc2)C1=O (configuration not stated) do in these assays?
sEH activator: -7; sEH inh: 10; PTPN22 act: 0; Lung fibro prol: 95; S1P2 antag: -14; PostGolgi ctrl: 10; HUVEC inhibit: 97; S1P2 agonist: 1; H69AR inhibit: 93

Results for COC(=O)c1cccc(NS(=O)(=O)c2ccc(OC)c(OC)c2)c1C ?
sEH activator: 0; sEH inh: 0; PTPN22 act: 10; Lung fibro prol: 97; S1P2 antag: -18; PostGolgi ctrl: 3; HUVEC inhibit: 98; S1P2 agonist: -2; H69AR inhibit: 108

How did O=C(CSc1nc2c(c(=O)n1-c1ccc(Cl)cc1)SCC2)NCC1CCCO1 (configuration not stated) do in these assays?
Lung fibro prol: 95; PostGolgi ctrl: -3; HUVEC inhibit: 92; H69AR inhibit: 72

What do the screens show for `Nc1c(N2CCCC2)cc(Cl)c2nonc12`?
sEH activator: 0; sEH inh: 3; PTPN22 act: -3; Lung fibro prol: 101; S1P2 antag: 5; PostGolgi ctrl: 4; HUVEC inhibit: 98; S1P2 agonist: -4; H69AR inhibit: 69

Results for Cc1c(N2C(=O)c3ccc(F)cc3C2=O)c(=O)n(-c2ccccc2)n1C ?
sEH activator: -3; sEH inh: 0; PTPN22 act: 2; Lung fibro prol: 100; S1P2 antag: 16; HUVEC inhibit: 93; S1P2 agonist: -5; H69AR inhibit: 87

How did COc1ccc(C(=O)Nc2c(Cl)cc(Cl)cc2C(=O)NCCN2CCOCC2)cc1 do in these assays?
sEH activator: -3; sEH inh: 3; PTPN22 act: 3; Lung fibro prol: 98; S1P2 antag: -1; HUVEC inhibit: 94; S1P2 agonist: -5; H69AR inhibit: 87

What do the screens show for `CCCSc1nn2c(=O)c3ccccc3nc2s1`?
sEH activator: 1; sEH inh: 1; PTPN22 act: 2; S1P2 antag: -6; PostGolgi ctrl: 6; S1P2 agonist: -2

How did CCOc1ccc(-c2nnc3sc(-c4c(OC)cccc4OC)nn23)cc1 do in these assays?
sEH activator: -8; sEH inh: 11; PTPN22 act: 4; Lung fibro prol: 74; S1P2 antag: -13; HUVEC inhibit: 73; S1P2 agonist: -3; H69AR inhibit: 35*

How did Cn1c2c(c(=O)n(C)c1=O)C(C(F)(F)F)(C(F)(F)F)N=C(c1ccccc1Cl)N2 do in these assays?
sEH activator: 12; sEH inh: -9; PTPN22 act: 5; S1P2 antag: -27; PostGolgi ctrl: 21; S1P2 agonist: 5

What do the screens show for `COC(=O)c1c(NC(=O)c2ccccc2)sc2c1CC(C)(C)OC2`?
sEH activator: 6; sEH inh: -5; PTPN22 act: 10; Lung fibro prol: 99; S1P2 antag: -41; PostGolgi ctrl: 1; HUVEC inhibit: 97; S1P2 agonist: -1; H69AR inhibit: 36*

Results for Cc1ccc(C(=O)NCCc2csc(-c3cccnc3)n2)cc1 ?
PTPN22 act: -3; Lung fibro prol: 102; S1P2 antag: 5; PostGolgi ctrl: 8; HUVEC inhibit: 92; S1P2 agonist: -7; H69AR inhibit: 78

Results for CCCCN(CC)C(=O)c1cc2cc3ccc(OC)cc3nc2o1 ?
sEH activator: 4; sEH inh: -3; PTPN22 act: -12; Lung fibro prol: 104; S1P2 antag: -4; PostGolgi ctrl: 24; HUVEC inhibit: 99; S1P2 agonist: -4; H69AR inhibit: 67

What do the screens show for `O=C(Cn1nnc(-c2ccc(CN3CCOCC3)cc2)n1)N1CCCc2ccccc21`?
sEH activator: 6; sEH inh: -5; PTPN22 act: -7; Lung fibro prol: 102; S1P2 antag: 12; PostGolgi ctrl: 15; HUVEC inhibit: 104; S1P2 agonist: -3; H69AR inhibit: 99

Results for O=C(C1CCCN(S(=O)(=O)c2cccc3nsnc23)C1)N1CCc2ccccc21 (configuration not stated) ?
sEH activator: 6; sEH inh: -5; PTPN22 act: 7; S1P2 antag: 9; PostGolgi ctrl: 18; S1P2 agonist: -6

Structures listed so far containing fluorine, in the order listed:
Results for Cc1c(N2C(=O)c3ccc(F)cc3C2=O)c(=O)n(-c2ccccc2)n1C ?
sEH activator: -3; sEH inh: 0; PTPN22 act: 2; Lung fibro prol: 100; S1P2 antag: 16; HUVEC inhibit: 93; S1P2 agonist: -5; H69AR inhibit: 87

How did Cn1c2c(c(=O)n(C)c1=O)C(C(F)(F)F)(C(F)(F)F)N=C(c1ccccc1Cl)N2 do in these assays?
sEH activator: 12; sEH inh: -9; PTPN22 act: 5; S1P2 antag: -27; PostGolgi ctrl: 21; S1P2 agonist: 5

The listing continues:
How did O=C(CSc1nnc(C2CC2)n1-c1ccccc1)NCCc1ccc(F)cc1 do in these assays?
sEH activator: -1; sEH inh: 0; PTPN22 act: -5; Lung fibro prol: 97; S1P2 antag: -12; PostGolgi ctrl: 6; HUVEC inhibit: 103; S1P2 agonist: 0; H69AR inhibit: 95

Results for COc1ccc(C(=O)Nc2ccc(S(=O)(=O)NC(C)C)cc2)cc1 ?
sEH activator: -29; sEH inh: 28; PTPN22 act: 4; Lung fibro prol: 102; S1P2 antag: -13; PostGolgi ctrl: -11; HUVEC inhibit: 91; S1P2 agonist: -4; H69AR inhibit: 98

What do the screens show for `CCOC(=O)CNC(=O)c1ccc2[nH]c3c(c2c1)CCCC3`?
sEH activator: -9; sEH inh: 8; PTPN22 act: -9; Lung fibro prol: 101; S1P2 antag: -9; PostGolgi ctrl: 4; HUVEC inhibit: 98; S1P2 agonist: -5; H69AR inhibit: 91

How did Cc1cc(C)nc(N(C#N)CCOc2ccccc2)n1 do in these assays?
sEH activator: -3; sEH inh: -1; PTPN22 act: -1; Lung fibro prol: 102; S1P2 antag: -2; PostGolgi ctrl: 23; HUVEC inhibit: 98; S1P2 agonist: 1; H69AR inhibit: 89

How did CCOC(=O)C1CCCN(C(=O)Nc2cccc(Cl)c2)C1 (configuration not stated) do in these assays?
sEH activator: -43; sEH inh: 43; PTPN22 act: -7; Lung fibro prol: 100; S1P2 antag: 14; PostGolgi ctrl: 3; HUVEC inhibit: 95; S1P2 agonist: -5; H69AR inhibit: 83

Results for CCOC(=O)C1=Nc2ccccc2C1=[N+]=[N-] ?
Lung fibro prol: 86; PostGolgi ctrl: 101*; HUVEC inhibit: 91; H69AR inhibit: 54

What do the screens show for `O=C1c2ccccc2C(=O)N1CCn1c(=O)oc2ccccc21`?
sEH activator: -8; sEH inh: 11; PTPN22 act: 6; Lung fibro prol: 100; S1P2 antag: 3; PostGolgi ctrl: 3; HUVEC inhibit: 104; S1P2 agonist: -5; H69AR inhibit: 89

How did Cc1ccc(S(=O)(=O)NCCNC(=O)c2ccccc2)cc1 do in these assays?
Lung fibro prol: 100; PostGolgi ctrl: 2; HUVEC inhibit: 99; H69AR inhibit: 92

What do the screens show for `CCCc1nc2ccccc2n1CCOC`?
sEH activator: 9; sEH inh: -6; PTPN22 act: 21; Lung fibro prol: 95; S1P2 antag: -14; PostGolgi ctrl: -2; HUVEC inhibit: 93; S1P2 agonist: -2; H69AR inhibit: 91

What do the screens show for `N/C(=N\OC(=O)CCc1ccccc1)c1ccc(Cl)cc1`?
sEH activator: 10; sEH inh: -13; PTPN22 act: 1; S1P2 antag: 18; PostGolgi ctrl: 17; S1P2 agonist: -6

Results for CCOCCn1c(CN2CCC(Cc3ccccc3)CC2)nc2c1c(=O)n(C)c(=O)n2C ?
sEH activator: -8; sEH inh: 8; PTPN22 act: 18; Lung fibro prol: 92; S1P2 antag: -1; HUVEC inhibit: 92; S1P2 agonist: 2; H69AR inhibit: 59

How did CCC(=O)N1CCN(c2ccc(NC(=O)COc3ccccc3Cl)cc2)CC1 do in these assays?
sEH activator: -48; sEH inh: 47; PTPN22 act: 3; Lung fibro prol: 94; S1P2 antag: 12; PostGolgi ctrl: 7; HUVEC inhibit: 80; S1P2 agonist: -2; H69AR inhibit: 75

What do the screens show for `O=C(N1CCOCC1)N1CCN(c2ccccc2)CC1`?
sEH activator: 1; sEH inh: -1; PTPN22 act: 8; Lung fibro prol: 107; S1P2 antag: -7; PostGolgi ctrl: 3; HUVEC inhibit: 90; S1P2 agonist: -6; H69AR inhibit: 88

What do the screens show for `Cc1cc2oc(=O)cc(CN3CCN(Cc4ccccc4)CC3)c2cc1Cl`?
PTPN22 act: 5; Lung fibro prol: 100; S1P2 antag: 2; PostGolgi ctrl: 20; HUVEC inhibit: 85; S1P2 agonist: -5; H69AR inhibit: 87

Results for Cc1cc(C(=O)OCc2nc3ccccc3s2)c(C)o1 ?
sEH activator: -4; sEH inh: 6; PTPN22 act: -5; Lung fibro prol: 96; S1P2 antag: -17; PostGolgi ctrl: 4; HUVEC inhibit: 110; S1P2 agonist: -4; H69AR inhibit: 65

How did COc1ccc(C)cc1NC(=O)c1[nH]c(C)c(C(C)=O)c1C do in these assays?
sEH activator: 12; sEH inh: -12; PTPN22 act: -8; S1P2 antag: 5; PostGolgi ctrl: 55*; S1P2 agonist: -3

Not all compounds are listed. The share of hits here may be higher or lower than overall.
